PTHR1 ag: qHTS for PTHR1 Agonists: Primary Screen | Parathyroid hormone/parathyroid hormone-related peptide receptor (Homo sapiens), Q03431 | HEK293 GP2 PTHR1 cells, GloSensor cAMP luminescence, 1 h | Potency, µM (top dose mostly 115 µM), for inactives: at the top dose activation, usual class: activators | 0.075% of 410,000 active | AID 743266, 2014; active = well fitted activation curve with a large enough effect; inconclusive = small, poorly fitted or top-dose-only effect, or another doubt; inactive = no such curve, though single readings can be large or run the other way; also: potency is read from the fitted curve at half-maximal effect; nearly all actives have a fitted effect of over 55% in size; some results filed as inactive show a strong effect at the top dose; inactives centre near -15; many of its hits are not listed in these tables
Target sequence (Q03431 whole entry, looked up): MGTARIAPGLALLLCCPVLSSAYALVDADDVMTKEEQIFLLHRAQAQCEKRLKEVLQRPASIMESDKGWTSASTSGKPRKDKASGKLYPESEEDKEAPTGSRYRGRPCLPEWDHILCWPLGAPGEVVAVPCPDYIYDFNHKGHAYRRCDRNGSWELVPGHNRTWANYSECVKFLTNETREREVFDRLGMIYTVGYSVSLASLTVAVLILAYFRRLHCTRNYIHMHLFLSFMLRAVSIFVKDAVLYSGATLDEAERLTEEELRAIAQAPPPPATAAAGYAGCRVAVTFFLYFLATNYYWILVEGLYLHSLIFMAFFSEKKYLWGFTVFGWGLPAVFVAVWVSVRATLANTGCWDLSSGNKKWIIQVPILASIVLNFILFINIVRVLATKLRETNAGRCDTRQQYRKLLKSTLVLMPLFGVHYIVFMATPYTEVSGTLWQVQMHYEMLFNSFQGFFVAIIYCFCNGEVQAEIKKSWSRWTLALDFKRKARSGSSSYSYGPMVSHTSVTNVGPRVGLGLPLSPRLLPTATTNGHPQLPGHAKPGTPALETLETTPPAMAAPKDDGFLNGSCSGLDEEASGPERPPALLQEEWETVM
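HEK-293-derived GP2 cells expressing PTHR1 and a GloSensor cAMP reporter, 3,000/well, plated overnight, given luciferin plus IBMX (each 0.5 mM as added) for 1 h at 37 °C, then compound for 1 h at 37 °C. Luminescence was read after 15 min at room temperature.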
DRD3 agonist: qHTS of D3 Dopamine Receptor Agonist: qHTS; D(3) dopamine receptor (Homo sapiens), P35462; max activation, %; 0.58% of 410,000 active; AID 652048, 2013; D3R DiscoveRx beta-arrestin cells, luminescence, 90 min; in the data active = max activation above about 30%; also: 0% is about no effect; mostly tested at two doses, the higher about 12 µM
Target sequence (P35462 whole entry, looked up): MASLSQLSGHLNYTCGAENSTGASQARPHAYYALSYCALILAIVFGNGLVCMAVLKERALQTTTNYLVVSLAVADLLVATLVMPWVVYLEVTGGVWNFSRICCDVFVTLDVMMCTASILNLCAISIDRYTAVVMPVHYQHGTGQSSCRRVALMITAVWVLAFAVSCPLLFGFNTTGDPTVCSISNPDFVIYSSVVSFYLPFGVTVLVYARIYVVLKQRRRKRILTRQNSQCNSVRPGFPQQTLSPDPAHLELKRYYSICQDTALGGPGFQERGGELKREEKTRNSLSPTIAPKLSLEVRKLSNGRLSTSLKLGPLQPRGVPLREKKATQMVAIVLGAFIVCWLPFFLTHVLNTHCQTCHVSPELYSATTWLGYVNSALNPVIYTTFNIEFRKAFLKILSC
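Cells at 1500/well, incubated overnight, then treated with pinned compounds (dopamine as control) for 90 min at 37 degrees C. DiscoveRx reagent added for 30 - 60 minutes at room temperature; luminescence read.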
Numbers without * were called inactive; i = inactive; ? = inconclusive; [ ] = dose if it differs, or a comment. An excerpt (hit frequency here may not be typical).

SMILES	PTHR1 ag	DRD3 agonist
CN(C)c1ccc(CN(CC2CCCO2)C(=O)COc2ccccc2Cl)cc1 (stereo unspecified)	-90.4%[inhibitor]	10.8
Cc1cccc(Nc2cc(C)nc3nc(Cc4ccc(Cl)cc4)nn23)c1	i	9.9
CCc1ccc(N2C(=O)CSC23C(=O)N(Cc2cccc(OC)c2)c2ccccc23)cc1 (stereo unspecified)	-0.8%	-3.0
CCOc1cc(C(=O)Nc2cc3c(cc2N2CCCC2)n(C)c(=O)c(=O)n3C)cc(OCC)c1OCC	-18.3%	4.7
O=C(CCn1c(=O)c2sccc2n(Cc2ccccc2F)c1=O)NCc1ccc2c(c1)OCO2	i	1.3
O=C1c2[nH]nc(-c3ccccc3O)c2C(c2cccc(O)c2)N1Cc1ccncc1 (stereo unspecified)	i	-3.9
CCN(CC)CCSc1nnc2c3cc(F)ccc3n(C)c2n1	?	-25.7
COc1ccc(OC)c(NC(=O)Cn2cnc3sc(C)c(S(=O)(=O)N4CCN(c5ccccc5OC)CC4)c3c2=O)c1	i	3.2
COc1cc(OC)c(NC(=O)c2c(C)oc3ncnc(N4CCCCC4)c23)cc1Cl	i	0.8
CC(=O)Nc1nonc1-c1nnc(SCC(=O)Nc2cc(C)cc(C)c2)n1-c1ccccc1	i	-4.0
CCOC(=O)c1noc2nc(C)n(CC(=O)Nc3ccccc3F)c(=O)c12	-22.6%	-10.6
COc1ccc(CNC(=O)Cc2csc3ccccc23)cc1OC	i	-2.0
Cc1ccc(CNC(=O)C2CCN(S(=O)(=O)c3ccc(F)cc3)CC2)cc1	-34.4%	3.3
CCc1nn(CC(=O)NCc2ccco2)c(=O)c2cc3c(OC)cccc3n12	-16.7%	-10.3
CCOC(=O)c1c(N)n(-c2ccc(C)c(C)c2)c2nc3ccccc3nc12	i	-19.9
CC(=O)Nc1ccc(S(=O)(=O)NCC2CCC(C(=O)NCc3ccccc3Cl)CC2)cc1 (stereo unspecified)	i	-3.6
COc1ccc(OC)c(CCNC(=O)CCCn2c(=O)c3cccn3c3ccccc32)c1	-9.1%	10.2
Cc1ccc(CN2CCC(CNC(=O)Nc3cccc(Cl)c3C)C2)cc1 (stereo unspecified)	i	-25.9
CCOC(=O)c1ccc(NC(=O)c2ccc3c(c2)c(C)c(C)n3Cc2ccc(F)cc2)cc1	i	0.0
COc1ccccc1CNc1ncnc2c1cnn2-c1ccc(C)cc1	-16.5%	8.2
CCOc1ccc(NC(=O)c2noc3c2CSc2ccccc2-3)cc1	-22.2%	2.2
COc1ccc(C2=C(C)C(=NCc3ccc(OC(C)C)cc3)NS2(=O)=O)cc1	i	-6.4
O=C(Nc1cccc(Cl)c1Cl)c1ccc2c(c1)N(Cc1cccc(Cl)c1)C(=O)c1ccccc1S2(=O)=O	i	-6.8
CCOCCCNC(=O)C(c1ccccc1)N1Cc2ccccc2C1=O (stereo unspecified)	i	-6.5
Cc1nc2ccc(S(=O)(=O)N(C)CC(=O)Nc3cccc(C(F)(F)F)c3)cc2s1	i	1.3
Cc1ccccc1CS(=O)(=O)Cc1ccc(C(=O)NCc2ccc(F)cc2)o1	-36.4%[inhibitor]	4.3
Cc1ccc(NC(=O)Nc2nnc(N3CCCCC3)s2)c(C)c1	-9.4%	-4.0
Cc1ccc(Cl)cc1NC(=O)c1cccc(NC(=O)N2CCSc3ncccc32)c1	-25.9%	0.2
Cc1ccc2c(c1)c1c(c(=O)n(-c3ccccc3)c(=O)n1CC(=O)NCCC1=CCCCC1)n2C	-13.5%	-0.8
CCN(CC)c1ccc(NC(=O)CN2CCN(S(=O)(=O)c3ccc(C(C)C)cc3)CC2)cc1	i	1.0
Brc1ccc(-n2nc(-c3ccccc3)c3cnc4cc5c(cc4c32)OCO5)cc1	-11.8%	-10.4
CCOC(=O)CSc1nc2sc3c(c2c(=O)n1Cc1ccccc1)CC(C)CC3 (stereo unspecified)	-1.2%	-13.2
Cc1ccccc1C(=O)Nc1nnc(S(=O)(=O)N(C)c2ccc(Cl)cc2)s1	-85.6%[inhibitor]	-21.6
CCOc1ccc(NC(=O)c2oc3ccccc3c2NC(=O)c2c(F)cccc2F)cc1	-34.2%[inhibitor]	4.6
Cc1ccc(C)c(N2CCN(C(=O)CCNS(=O)(=O)c3ccc4c(c3)CCN4C(=O)C3CC3)CC2)c1	-43.8%[inhibitor]	14.6
COc1cccc(CNC(=O)C2CCCN(c3nn4cc(-c5ccc(C)cc5)nc4s3)C2)c1 (stereo unspecified)	-18.4%	5.8
COc1ccc(N2CCN(C(=O)C3CCCN(S(=O)(=O)c4ccc5c(c4)CCCN5C(C)=O)C3)CC2)cc1 (stereo unspecified)	-16.5%	21.0
CCn1cc(C(=O)NCc2ccc(Cl)cc2)c(=O)c2cc(S(=O)(=O)N(C)C3CCCCC3)ccc21	i	0.8
CCCCn1c(=O)nc2n(-c3ccc(Br)cc3)c3ccccc3cc-2c1=O	i	-3.0
Cc1ccccc1C(=O)Nc1sc2c(c1C(=O)N1CCC(C)CC1)CCC(C)C2 (stereo unspecified)	-9.1%	-0.6
COc1ccc2c(c1)-c1nc(NC(=O)c3ccc(C)cc3)sc1CC2	-86.2%[inhibitor]	-4.5
CCSc1ncc(Cl)c(C(=O)Nc2ccc(S(=O)(=O)N(C)c3ccccc3)cc2)n1	-23.8%	-11.9
Cc1cccc(C2=Nc3ccccc3N=C(c3cc(Cl)ccc3O)C2)c1	-20.5%	-17.5
O=C(NC1CC(=O)N(c2ccc(F)cc2)C1)c1ccc2c(c1)OCO2 (stereo unspecified)	-24.3%	-3.3
CCOc1ccc(CNC(=O)C2CCN(S(=O)(=O)c3cn(C)cn3)CC2)cc1	i	-8.6
COc1ccc2c(CNCc3cccs3)c(C(=O)O)n(Cc3ccccc3F)c2c1	i	-20.3
Cc1ccc(C(=O)n2nc(C)c(S(=O)(=O)N3CCCCCC3)c2C)cc1	-19.4%	-11.2
COc1ccc(C)cc1NC(=O)NC(C)c1c(-n2cccc2)sc(C)c1C (stereo unspecified)	-9.3%	3.6
N#C/C(=C\c1cccc(F)c1)c1nc(-c2cc3c(ccc4ccccc43)oc2=O)cs1	i	4.1
O=C(COCc1cc(-c2ccc3c(c2)OCO3)on1)Nc1cccc(O)c1	-10.8%	0.1

Full records, quoted from the list. Order of screens: PTHR1 ag, DRD3 agonist
Listed for CCOC(=O)CSc1nc2sc3c(c2c(=O)n1Cc1ccccc1)CC(C)CC3 (stereo unspecified) → -1.2%, -13.2
Listed for CCCCn1c(=O)nc2n(-c3ccc(Br)cc3)c3ccccc3cc-2c1=O → i, -3.0

A section from the list above, for reference:
SMILES	PTHR1 ag	DRD3 agonist
COc1ccc(C)cc1NC(=O)NC(C)c1c(-n2cccc2)sc(C)c1C (stereo unspecified)	-9.3%	3.6
N#C/C(=C\c1cccc(F)c1)c1nc(-c2cc3c(ccc4ccccc43)oc2=O)cs1	i	4.1
O=C(COCc1cc(-c2ccc3c(c2)OCO3)on1)Nc1cccc(O)c1	-10.8%	0.1

Next section:
SMILES	PTHR1 ag	DRD3 agonist
COc1ccc(-n2nc(C(=O)N3CCN(c4ccccc4OC)CC3)c3c4ccccc4n(C)c3c2=O)cc1Cl	-19.1%	-11.2
c1ccc(N2CCN(Cc3nnc(-c4ccc5c(c4)OCO5)o3)CC2)cc1	i	37.0*
O=S(=O)(c1ccccc1)c1nc(-c2cccc(Cl)c2)oc1NCc1ccccc1	-2.8%	-20.5
COc1cc(C2c3c(oc4ccccc4c3=O)C(=O)N2Cc2ccccc2Cl)ccc1O (stereo unspecified)	i	-3.0
COc1ccccc1CCNC(=O)c1cc2c(=O)n3cccc(C)c3nc2n1C	-5.4%	9.2
COc1ccccc1OCCCCn1c(C2CC(=O)N(c3ccccc3Cl)C2)nc2ccccc21 (stereo unspecified)	i	-7.0
CSc1cccc(NC(=O)c2cnn(-c3ccc(F)cc3)c2-n2cccc2)c1	-31.1%	-10.6
Cc1ccc(N2C(=O)CSC23C(=O)N(CC(=O)Nc2ccc(C(C)C)cc2)c2ccccc23)cc1C (stereo unspecified)	-24.2%	-3.5
CN(c1ccccc1)S(=O)(=O)c1nnc(NC(=O)c2ccccc2)s1	-12.6%	-15.7
COC(=O)c1sccc1S(=O)(=O)N(CC(=O)NCc1ccccc1)c1ccc(C)c(C)c1	i	-0.4
COCCNC(=O)c1c(NC(=O)Cc2coc3cc(C)ccc23)sc2c1CCCC2	i	7.8
O=C1CC(c2cccc(F)c2)c2c(n3ncnc3[nH]c2=O)N1 (stereo unspecified)	i	3.0
O=C(/C=C/c1ccccc1)Nc1nc2n(n1)C(c1ccc(Cl)cc1)C=C(c1ccccc1)N2 (stereo unspecified)	i	2.4
CCOC(=O)c1c(S(=O)(=O)NCC(=O)N2CCN(c3cccc(Cl)c3)CC2)c(C)n(C)c1C	-17.5%	-1.1
CCc1ccc(NC(=O)CN2C(=O)C3CCCN3c3ccc(S(=O)(=O)N(CC)CC)cc32)cc1 (stereo unspecified)	i	-2.0
COC(=O)c1c(NC(=O)Cc2coc3cc(C)ccc23)sc2c1CCCC2	-12.7%	5.7
Cc1ccccc1C(=O)Nc1cccc(OCc2cc(=O)n3cccc(C)c3n2)c1	-58.2%[inhibitor]	-11.0
COc1cccc(CNC(=O)CNS(=O)(=O)c2ccc3nc(C)sc3c2)c1	i	-0.1
Cc1cccc(N2CCN(C(=O)CCCn3ncn4c(cc5occc54)c3=O)CC2)c1C	-22.7%	14.5
COc1ccc(CNC(=O)c2ccc(CS(=O)(=O)c3ccccc3OC)o2)cc1	-17.2%	4.9
Cc1cccc(OCC(=O)Nc2ccc3c(c2)N(C)C(=O)c2ccccc2S3)c1	-19.4%	9.6
Cc1nc2ncnn2c(C)c1CCC(=O)N1CCN(c2ccc(F)cc2)CC1	i	-7.0
O=C(COc1ccc(Cl)cc1)OCc1cc(=O)n2nc(C3CCCCC3)sc2n1	-5.8%	2.6
COc1ccc(Cl)cc1NC(=O)c1nnn(Cc2cccc(C(F)(F)F)c2)c1N	-25.3%	-11.3
CCOC(=O)c1cc(-c2ccc(OC)c(S(=O)(=O)NCc3ccccc3Cl)c2)on1	-29.0%	0.9
O=C(CCCCn1c(=O)c2ccccc2n(Cc2ccccc2Cl)c1=O)NCCc1ccccc1	-20.4%	-10.4
CCc1ccccc1Nc1cc(C(=O)NCCCN(C)C2CCCCC2)c2ccccc2n1	1.2%	-15.0
CCc1cnc2c(c1SCC(=O)c1ccc(Cl)cc1)c(=O)n(C)c(=O)n2C	-5.9%	-4.8
CCC(=O)Nc1ccccc1-c1nc2ccccc2n(C(CC)C(=O)Nc2cccc(C(C)=O)c2)c1=O (stereo unspecified)	i	-14.4
Fc1ccc(-c2cn3cc(Cc4ccc(Cl)cc4)sc3n2)cc1	-32.3%	5.9
CC(C)(C)NC(=O)Cn1cc(S(=O)(=O)Cc2ccc(F)cc2)c2ccccc21	i	0.5
Cc1ccc2nc(N(Cc3cccnc3)C(=O)c3ccc4c(c3)OCCO4)sc2c1	i	5.1
COc1ccc(CNC(=O)Cc2csc3nc(-c4ccc(C)cc4)cn23)cc1	i	6.8
O=C(Cn1cc(C(=O)C(F)(F)F)c2ccccc21)N1CCCCCC1	-9.3%	-0.9
CCCC(CCC)C(=O)Nc1nnc2n1CCS2	-52.2%[inhibitor]	-5.8
CCN(C(=O)Cn1nnc2sc(-c3ccccc3)cc2c1=O)c1cccc(C)c1	-39.4%[inhibitor]	8.2
COc1ccc(CCNc2nc3c(-c4cccc(F)c4)nnn3c3ccccc23)cc1OC	i	0.3
COc1ccc(OCC(=O)Nc2nnc3n2CCS3)cc1	-7.6%	-5.3
Cc1ccc(NC(=O)/C(C#N)=C\c2ccc(Cl)cc2Cl)cc1C	-17.7%	-1.1
COc1cccc(-n2c(=O)c3c(C)c(C)sc3n(CC(=O)NCCc3ccc(OC)c(OC)c3)c2=O)c1	-13.2%	8.3
COc1ccc2c(C)c(CC(=O)NCc3ccc(C)cc3)c(=O)oc2c1OC	-14.9%	6.0
COc1ccc(-c2noc(-c3ccc(NCc4cccnc4)c([N+](=O)[O-])c3)n2)cc1	-21.5%	4.3
CCc1nc(Oc2cccc(F)c2)c2oc3ccccc3c2n1	-2.9%	3.9
CCc1ccccc1-n1nnc(-c2nsc(NC(=O)c3ccc(C)c(C)c3)n2)c1C	-30.9%[inhibitor]	8.4
CCOc1ccc(CCNC(=O)c2cc3cc4cc(OC)ccc4nc3s2)cc1OCC	-93.0%[inhibitor]	1.3
COc1cccc(NC(=O)CSc2nnc(-c3cccs3)o2)c1	i	6.7
Cc1ccc2oc(C(=O)Nc3ccc(S(=O)(=O)N(C)Cc4ccccc4)cc3)cc(=O)c2c1	-4.9%	-3.6

Screening data deposited in PubChem by National Center for Advancing Translational Sciences (NCATS).
